West Nile virus CPE = West Nile virus antiviral activity, cell-based, CPE readout (AID 1621) | 290,000 compounds, 0.02% hits | West Nile virus-infected cells, CPE inhibition; higher % means a stronger effect | one-dose CPE inhibition, % at 10 µM; IC50 in µM for titrated hits; in the data active = a potency from the dose series; inconclusive = CPE inhibition mostly from about 3.7% at the one dose, without a potency; inactive = the rest, 99 in 100 with CPE inhibition below about 2.2%; note: strong numbers were not always called active
RSV antiviral HEp-2 = RSV antiviral activity via CPE protection, HEp-2 cells, primary 10 µM value included (AID 2391); HEp-2 cells, RSV-induced CPE inhibition; higher % means a stronger effect; CPE inhibition, % at 10 µM, or IC50 in µM where a hit was titrated; 310,000 compounds, 0.13% hits; in the data active = a potency from the dose series; inconclusive = CPE inhibition mostly from about 23% at the one dose, without a potency; inactive = the rest, 99 in 100 with CPE inhibition below about 21%; note: strong numbers were not always called active
T cell modulator = T cell immune modulation candidate; 2C CD8+ T cell-vesicle binding, flow cytometry; hits give low values; calls only at 7 µM; 330,000 compounds, 0.068% hits; AID 2052;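 active = response, share of CD8 T cells binding vesicles, and their 90th percentile fluorescence all below set limits, cut at about 80% in these data, passing the limit was not always enough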
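Incubation: binding step 1.5 h, 37 °C, antibody labelling 20 min, ice; system: murine 2C transgenic CD8+ T lymphocytes; technique: cytometric PE anti-B7-1 and Alexa647 anti-CD8 signals after 1% paraformaldehyde fixation; also added: QL9-charged Drosophila Ld/ICAM-1/B7-1 vesicles; control set: naked versus QL9-loaded vesicles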
WT yeast gro inh = growth inhibition of WT yeast, mitochondrial fusion screen; mitochondrial fusion phenotypic screen, WT strain; inhibition, % at 10 µM; 190,000 compounds, 2.1% hits; in the data active = inhibition above about 58%; tested in S. cerevisiae
Myeloid diff MLP = myeloid differentiation induction; ER-HoxA9 myeloid progenitors, lysozyme-GFP differentiation, flow cytometry; calls only at 10 µM; 360,000 compounds, 1% hits; AID 624256;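 active = normalized GFP-positive differentiation at or above the plate's own cutoff, the solvent-only control mean plus 3 SD; inconclusive = no clear call, values can overlap the other calls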;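 note: cells exposed to compound for four days before flow analysis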
Salmonella PhoP GFP = PhoP-dependent GFP reporter repression – Salmonella Typhimurium, primary screen (AID 1863). S. Typhimurium PhoP-regulated promoter GFP reporter, 4 h; higher % means a stronger effect. inhibition, % at 50 µM, or IC50 in µM where a hit was titrated. 300,000 compounds, 0.16% hits;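 active = inhibition over 29.93%, a cutoff 3 SD above the screen mean, later confirmed by dose response; inconclusive = inhibition over 29.93% but no dose response follow-up; inactive = inhibition at most 29.93% or unconfirmed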;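 note: 0% = low Mg2+ inducing control and 100% = high Mg2+ repressing control; strong numbers were not always called active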
b-catenin transl = alters nuclear translocation of beta-catenin in HeLa cells | immunofluorescence imaging | nuclear translocation activity, % at 5 µM | 190,000 compounds, 0.3% hits | AID 1665;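 active = nuclear translocation activity above 50% at 5 µM, with a well cell count of 50 or more; inconclusive = wells under 50 cells across six images, flagged as toxic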;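 note: per-cell ratio of nuclear to cytoplasmic median beta-catenin stain intensity; plate controls were DMSO negative control for no effect and GSK-3 inhibitor IX positive control for full effect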
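System: Human HeLa cells, endogenous beta-catenin | Compound dosing: 5 µM primary, 0.02–20 µM confirmation | Timing: 24 h compound exposure at 37°C, 5% CO2 | Measured by: Fluorescence imaging of beta-catenin antibody stain plus DAPI | Read-out basis: % activation of per-cell nuclear versus cytoplasmic median beta-catenin signal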
Rac1 GTP hydrolysis = MgcRacGAP GTPase-activating activity inhibitors, confirmation, biochemical, ADP Hunter fluorescence; AID 624330; inhibition, % at 30 µM; hits with a dose series show IC50 in µM; MgcRacGAP-stimulated Rac1 GTP hydrolysis, ADP Hunter fluorescence; higher % means a stronger effect; GST-tagged Rac1 F28L mutant substrate; 340,000 compounds, 0.6% hits;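 active = first-screen hits whose inhibition reached a set limit at any dose in the follow-up dose series; inconclusive = inhibition above the set first-screen limit but never retested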;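 note: fluorescence reports GDP produced by GAP-driven GTP hydrolysis; strong numbers were not always called active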
Large T inhibition = TAg ATPase/helicase activity blockers – biochemical (AID 1903) | SV40 large T antigen ATPase/helicase inhibition assay; higher % means a stronger effect | one-dose inhibition, % at 20 µM; IC50 in µM for titrated hits | 310,000 compounds, 0.39% hits; in the data active = a potency from the dose series; inconclusive = inhibition mostly from about 32% at the one dose, without a potency; inactive = the rest, 99 in 100 with inhibition below about 32%; note: strong numbers were not always called active
WT yeast gro inh mutant strain = recorded beside WT yeast gro inh, whose call it bears; inhibition, %; mitochondrial fusion phenotypic screen, mutant strain inhibition
b-catenin transl cell count 5 µM = also measured in b-catenin transl; calls as there; cell count; measured here: cell count, cytotoxicity flag
T cell modulator vesicle-bound % = further read-out of T cell modulator, marked with its call; double positive events, %; measured here: CD8+ vesicle-bound cell fraction;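 binding gate set so that unloaded-vesicle control wells show 10% double positive cells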
Myeloid diff MLP GFP+ MAC1+ % = further read-out of Myeloid diff MLP, marked with its call; GFP+ MAC1+ double positive, %; measured here: differentiation confirmed by MAC1 staining
Active calls of the source: *; i = inactive; ? = inconclusive; · = not tested or not shown; + = active, no number.

SMILES	West Nile virus CPE	RSV antiviral HEp-2	T cell modulator	T cell modulator vesicle-bound %	WT yeast gro inh	WT yeast gro inh mutant strain	Myeloid diff MLP	Myeloid diff MLP GFP+ MAC1+ %	Salmonella PhoP GFP	b-catenin transl	b-catenin transl cell count 5 µM	Rac1 GTP hydrolysis	Large T inhibition
CCC[C@@H](CN[C@@H](CNC)[C@H](C)CC)NCC1CCC(C(C)(C)C)CC1 (some centres undefined)	-2.3%	-3.7%	i	22	·	·	?	·	16%	·	·	11%	15%
CC(C)[C@H](NC(=O)c1ccco1)C(=O)OCC(=O)c1ccc2c(c1)NC(=O)CO2	-0.1%	0.2%	i	54	1	5	i	0.1	3%	0.5	1502	9%	-1%
CC(=O)N(C1CC(C)C(C#N)(C#N)C1(C#N)C#N)N(C)C (centres undefined)	0.1%	2.5%	i	32	-17	11	i	0.4	1%	0.0	1558	10%	9%
c1ccc(N(c2ccccc2)c2nc(N3CCCC3)nc(-n3ccnc3)n2)cc1	·	0.1%	i	37	78*	25*	i	1.3	2%	-2.8	963	9%	5%
Nc1nc(Br)c2c(F)cccc2c1-c1ccccc1	·	0.1%	i	47	-19	10	i	1.6	0%	·	·	2%	7%
Cc1onc(-c2c(F)cccc2Cl)c1C(O)c1ccc(F)cc1 (centres undefined)	-0.5%	2.6%	i	11	·	·	i	1.6	-9%	4.1	1280	·	5%
CCOc1ccc(NC(=O)CSc2nnnn2-c2ccc(C(N)=O)cc2)cc1	?	2.6%	i	53	·	·	i	0.2	-4%	·	·	12%	5%
C(=N\Nc1nc(N2CCOCC2)nc(N2CCOCC2)n1)/c1ccncc1	1.7%	1.1%	i	68	-13	-15	i	0.4	-9%	0.3	1080	13%	3%
O=C(NCCCN1CCCCCC1)c1ccc(CS(=O)(=O)Cc2ccccc2F)o1	0.5%	·	·	·	6	4	i	0.7	9%	·	·	18%	17%
Cc1nn(CC(=O)NNC(=O)c2ccc(Br)cc2)c(C)c1[N+](=O)[O-]	·	2.7%	i	5	·	·	i	0.5	·	·	·	5%	·
COc1cc(SC)ccc1C(=O)Nc1ccccn1	0.2%	9.2%	i	38	·	·	i	0.7	-6%	1.3	1323	14%	5%
COc1ccc(CCNC(=O)CN(c2ccc(C)cc2)S(=O)(=O)c2c(C)noc2C)cc1OC	-0.4%	1.0%	i	19	-12	9	i	0.4	-7%	0.8	1337	2%	5%
CSCCC(NC(=O)CCNC(=O)c1ccccc1Cl)c1nc2ccccc2[nH]1 (centres undefined)	·	0.0%	i	42	·	·	i	0.3	·	·	·	0%	·
Cc1ccc(C2(C)NC(=O)N(CC(=O)Nc3cc(S(=O)(=O)N4CCCCC4)ccc3OC(C)C)C2=O)cc1 (centres undefined)	·	1.4%	i	52	·	·	+	5.7*	-4%	·	·	8%	8%
Cc1ccc(NC(=O)c2cccc(N3C(=O)C4C5CCC(C5)C4C3=O)c2)c(C)c1 (centres undefined)	-0.8%	1.5%	i	36	-2	-8	i	0.8	-12%	2.6	944	8%	-2%
CC(=O)NCCC(=O)Nc1cc(S(=O)(=O)Nc2ccc(Cl)cc2)ccc1N1CCCC1	-1.1%	7.9%	i	33	·	·	i	0.5	-3%	·	·	15%	5%
O=C(Nc1ccccc1Br)c1ccccc1-c1ccccc1	-1.0%	-0.3%	i	27	4	-15	i	7.0	2%	58*	233*	5%	21%
CC1=NN(C(=O)c2ccc(Cn3nc(C)cc3C)o2)C(O)(C(F)(F)F)C1 (centres undefined)	0.0%	2.1%	i	20	-1	16	i	7.6	1%	-5.6	1132	-7%	6%
C=CCn1c(N)cc(=O)nc1SC(C)C(=O)Nc1cccc2ccccc12 (centres undefined)	0.4%	1.1%	i	45	-21	-2	i	0.4	6%	·	·	14%	4%
CCN(CC)S(=O)(=O)c1cccc(NC(=O)c2ccc(-n3nc(C)cc3C)cc2)c1	2.1%	4.4%	i	52	8	-15	i	1.0	15%	4.0	1094	4%	-2%
COc1cc(S(=O)(=O)NCCN2CCOCC2)ccc1-n1cnnn1	-0.3%	-0.8%	i	24	-17	0	i	1.1	4%	0.2	975	?	10%
COc1ccc(NC(=O)COc2coc(CN3CCc4ccccc43)cc2=O)cc1	·	0.5%	i	38	·	·	i	0.7	0%	·	·	-2%	25%
COc1ccc(C(=O)Nc2cccc(S(C)(=O)=O)c2)cc1OC	-0.3%	1.5%	i	41	14	-9	i	0.3	15%	-0.2	1620	10%	7%
CC1CN(c2cc3nccnc3cc2F)CC(C)O1 (centres undefined)	0.8%	0.4%	·	·	-10	-18	i	1.2	14%	·	·	-6%	1%
CCc1ccc(CNC(=O)CCCn2nc(C)n3ccnc3c2=O)cc1	-1.0%	2.1%	i	10	·	·	i	3.1	·	·	·	0%	8%
More results follow:
SMILES	West Nile virus CPE	RSV antiviral HEp-2	T cell modulator	T cell modulator vesicle-bound %	WT yeast gro inh	WT yeast gro inh mutant strain	Myeloid diff MLP	Myeloid diff MLP GFP+ MAC1+ %	Salmonella PhoP GFP	b-catenin transl	b-catenin transl cell count 5 µM	Rac1 GTP hydrolysis	Large T inhibition
CN(C)CCn1nnc2c(=O)oc3ccccc3c21	0.4%	0.9%	i	47	-10	11	i	0.9	-4%	0.4	1548	10%	26%
CC(C)[C@H](NC(=O)c1ccco1)C(=O)OCC(=O)N(C)c1ccccc1	0.1%	3.3%	i	32	·	·	i	0.7	-8%	-1.0	1103	8%	1%
Cc1cc(=O)[nH]c(SC(C)C(=O)Nc2cccc3ccccc23)n1 (centres undefined)	1.3%	1.7%	i	22	·	·	i	0.0	1%	·	·	5%	8%
CCOc1ccccc1NC(=O)C(NCCN(C)C)c1ccccc1 (centres undefined)	0.3%	0.8%	i	37	5	-6	i	0.7	4%	-4.3	1114	91µM*	18%
O=C(CSc1nnc(COc2cccc3cccnc23)o1)N1CCCC1	-0.2%	0.2%	i	11	-6	6	i	0.8	1%	-1.9	1073	3%	4%
[O-]/[N+](=C\c1ccco1)c1ccc(Cl)cc1	1.5%	4.2%	i	27	·	·	i	5.8	-3%	·	·	9%	18%
CCOC(=O)c1c(NC(=O)COC(=O)CCCOc2ccc(OC)cc2)sc(C(=O)NC)c1C	·	0.7%	i	30	·	·	i	0.2	0%	·	·	8%	17%
CC(=O)Nc1ccc(CN2CCCC(CCC(=O)NCc3ccccc3F)C2)cc1 (centres undefined)	-0.8%	-3.8%	i	4	·	·	i	0.3	-5%	-0.2	1073	3%	-2%
COc1ccc(Nc2nc(NN)nc(C)c2[N+](=O)[O-])cc1	1.6%	-0.9%	i	18	1	13	i	0.4	5%	-1.9	1064	6%	10%
CCCOc1ccc(OCCN2CCCC(C)C2)cc1 (centres undefined)	-1.0%	-0.5%	i	31	11	34	i	0.4	-1%	1.3	553	20%	5%
O=C(C1=C[C@H](c2ccccc2)C[C@H](OCc2ccc(CO)cc2)O1)N1CCN(Cc2ccc3c(c2)OCO3)CC1	-0.5%	1.1%	i	28	21	5	i	1.6	0%	-0.8	1164	10%	15%
Cc1ccc(-n2c([S-])c(C(=O)Nc3ccc(OC(F)F)cc3)[n+]3ccc(C(=O)NCCO)cc23)cc1C	0.0%	1.2%	i	52	16	15	i	1.0	-2%	0.5	1077	4%	4%
O=C(Cn1nc(C(F)(F)F)c2c1CCCC2)NC1CCCC1	-0.2%	-0.3%	i	21	0	13	i	1.2	-12%	·	·	1%	0%
O=C(Nc1ccccc1)c1ccc(Br)o1	-0.5%	0.2%	i	16	13	1	i	2.2	-1%	·	·	4%	10%
Cc1ccc(C)c(OCCNc2ncccc2[N+](=O)[O-])c1	-0.3%	13%	i	18	·	·	i	0.4	12%	·	·	-4%	4%
COc1cccc(CNC(=O)CCNC(=O)Cn2ccc3ccccc3c2=O)c1	0.9%	0.1%	i	28	-10	-4	i	0.7	-3%	0.6	1334	5%	1%
O=c1[nH]c(=O)n(-c2ccc(F)cc2)c2c1C(C(F)(F)F)(C(F)(F)F)N=C(c1ccc(F)cc1)N2	?	11%	i	42	1	11	i	0.5	-3%	0.0	828	7%	5%
CSc1nc2cc(S(=O)(=O)N3CCOCC3)ccc2s1	0.8%	1.1%	i	12	13	18	i	6.7	16%	·	·	-1%	16%
CC1CCCCC12NC(=O)N(CC(=O)N1CCc3ccccc31)C2=O (centres undefined)	·	0.9%	i	17	·	·	i	0.3	·	·	·	-1%	·
COc1ccc(CNC(=O)C2CCN(S(=O)(=O)c3c(C)n[nH]c3C)CC2)cc1	0.2%	1.7%	i	3	-31	-14	i	0.2	-3%	-2.2	984	6%	10%
O=C(OCc1cccc(C(F)(F)F)c1)c1cc(S(=O)(=O)N2CCOCC2)ccc1F	·	1.0%	i	24	·	·	·	·	-2%	·	·	-4%	-1%
O=C(O)CC(NC(=O)C12CC3CC(CC(C3)C1)C2)c1cccc(Cl)c1 (centres undefined)	-0.3%	-0.4%	i	59	·	·	i	0.3	·	·	·	4%	4%

An excerpt of these results, with two lines to a compound:
Each structure is followed by: West Nile virus CPE	RSV antiviral HEp-2	T cell modulator	T cell modulator vesicle-bound %	WT yeast gro inh	WT yeast gro inh mutant strain	Myeloid diff MLP	Myeloid diff MLP GFP+ MAC1+ %	Salmonella PhoP GFP	b-catenin transl	b-catenin transl cell count 5 µM	Rac1 GTP hydrolysis	Large T inhibition
> CCCOc1ccc(OCCN2CCCC(C)C2)cc1 (centres undefined)
→ -1.0%	-0.5%	i	31	11	34	i	0.4	-1%	1.3	553	20%	5%
> [O-]/[N+](=C\c1ccco1)c1ccc(Cl)cc1
→ 1.5%	4.2%	i	27	·	·	i	5.8	-3%	·	·	9%	18%
> Cc1cc(=O)[nH]c(SC(C)C(=O)Nc2cccc3ccccc23)n1 (centres undefined)
→ 1.3%	1.7%	i	22	·	·	i	0.0	1%	·	·	5%	8%
> COc1cccc(CNC(=O)CCNC(=O)Cn2ccc3ccccc3c2=O)c1
→ 0.9%	0.1%	i	28	-10	-4	i	0.7	-3%	0.6	1334	5%	1%
> CSc1nc2cc(S(=O)(=O)N3CCOCC3)ccc2s1
→ 0.8%	1.1%	i	12	13	18	i	6.7	16%	·	·	-1%	16%

Assay outcomes (PubChem)
